# PPC-1+TRAIL kill = kills PPC-1 cancer cells in the presence of TRAIL. PPC-1 cells + TRAIL, ATPLite viability luminescence. cell killing (% activity), % at 4 µM. hit rate 0.41% among 220,000. AID 1443;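 active = cell killing above 50% in the first pass at 4 µM, then a duplicate retest at 5 µM averaging 50% or more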;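 note: plate controls were cells with TRAIL plus DMSO for no effect and medium-only wells lacking cells for full effect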
# zfTRPN1 agonist = activates the zebrafish TRPN1 channel. HEK293 zebrafish TRPN1-YFP, Fluo-8 calcium fluorescence; 100% = response to 87 µM carbachol. activation, % at 3 µM. hit rate 0.18% among 220,000. AID 1424;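 active = activation above its plate's cutoff, the mean activation of test wells on that plate plus 3 SD, cut at about 19% in these data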;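 note: 0% = DMSO alone and 100% = 87 µM carbachol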
#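 Assay system: Zebrafish TRPN1-YFP in HEK293 cells | Incubation: Dye loading 1 h at 37 °C, then 30 min room temperature | Measured by: Kinetic Fluo-8 fluorescence, ex 470-495, em 515-575 nm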
# m-calpain inh = blocks pig calpain II enzyme activity. inhibition, % at 16 µM. purified calpain II, fluorogenic peptide substrate, 30 min. hit rate 0.37% among 220,000;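 active = inhibition above about 50%, limit read from the data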
# Furin inh = human furin inhibition; purified furin, fluorogenic substrate cleavage; inhibition, % at 30 µM; hit rate 0.061% among 220,000; AID 463115; in the data active = inhibition above about 25%; note: inactives centre near -15
# Cl transport mod = modulators of human KCC2 chloride dependent transport; B-score of Tl+ flux slope (higher = more flux/activation; lower = inhibition) at 10 µM; hit rate 2.2% among 190,000; AID 1456; Q9H2X9; KCC2 cells, thallium flux FluoZin-2 fluorescence;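 active = thallium flux slope and its plate-corrected score both differing from the plate sample mean at a set confidence after two filtering rounds, in either direction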;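 note: slope of fluorescence scaled to starting intensity during 10 to 20 s after thallium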
# Target sequence (Q9H2X9 whole entry, looked up): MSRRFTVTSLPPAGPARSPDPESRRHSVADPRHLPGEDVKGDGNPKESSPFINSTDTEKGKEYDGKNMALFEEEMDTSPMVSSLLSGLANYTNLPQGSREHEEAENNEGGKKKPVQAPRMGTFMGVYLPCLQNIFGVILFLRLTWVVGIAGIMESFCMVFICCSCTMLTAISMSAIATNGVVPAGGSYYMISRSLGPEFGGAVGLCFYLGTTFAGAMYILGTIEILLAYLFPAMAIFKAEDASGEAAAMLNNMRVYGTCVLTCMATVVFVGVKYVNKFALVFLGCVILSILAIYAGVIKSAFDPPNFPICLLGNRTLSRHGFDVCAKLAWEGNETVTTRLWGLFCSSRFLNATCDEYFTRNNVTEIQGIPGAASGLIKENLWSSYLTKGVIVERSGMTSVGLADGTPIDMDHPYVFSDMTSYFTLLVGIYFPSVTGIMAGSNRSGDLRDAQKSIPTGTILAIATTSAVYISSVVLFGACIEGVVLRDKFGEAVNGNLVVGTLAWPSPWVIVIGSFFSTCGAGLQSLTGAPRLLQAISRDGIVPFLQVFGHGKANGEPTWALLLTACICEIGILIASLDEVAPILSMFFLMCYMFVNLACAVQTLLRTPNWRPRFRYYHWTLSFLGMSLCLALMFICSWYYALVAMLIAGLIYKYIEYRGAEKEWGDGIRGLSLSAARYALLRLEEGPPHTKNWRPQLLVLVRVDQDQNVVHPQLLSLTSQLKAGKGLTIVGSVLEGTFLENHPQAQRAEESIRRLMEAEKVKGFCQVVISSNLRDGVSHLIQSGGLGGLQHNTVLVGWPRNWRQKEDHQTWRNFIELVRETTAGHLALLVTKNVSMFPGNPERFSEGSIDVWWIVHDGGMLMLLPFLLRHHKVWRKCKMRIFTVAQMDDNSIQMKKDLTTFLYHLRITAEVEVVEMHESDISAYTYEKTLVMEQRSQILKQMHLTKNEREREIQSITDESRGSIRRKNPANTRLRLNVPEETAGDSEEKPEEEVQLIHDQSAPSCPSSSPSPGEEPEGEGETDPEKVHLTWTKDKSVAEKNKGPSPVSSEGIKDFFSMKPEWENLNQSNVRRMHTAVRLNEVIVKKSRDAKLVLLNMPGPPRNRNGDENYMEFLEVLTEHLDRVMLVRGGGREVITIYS
# EBV gp42 block = blocks Epstein-Barr virus glycoprotein 42 binding | inhibition, % (tested at 21.74 µM) | hit rate 0.42% among 220,000 | Fluorescence polarization binding assay, mP read-out; in the data active = inhibition above about 50%
# Tb hexokinase = T. brucei hexokinase 1 inhibition. hit rate 0.11% among 220,000. AID 1430. recombinant TbHK1, G6PDH-coupled NADH A340. inhibition, % at 10 µM;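 active = inhibition of 50% or more in the single-dose primary screen; inactive = inhibition below 50%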
# thrombin 1536 = blocks human thrombin protease activity; P00734; alpha-thrombin, Boc-VPR-AMC fluorogenic substrate cleavage; inhibition, % at 5 µM; hit rate 0.26% among 220,000;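 active = inhibition at or above 40%; inactive = inhibition below 40%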;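 note: 0% = enzyme with no compound and 100% = wells without enzyme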
#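 Material: Human alpha-thrombin protein | Buffer or medium: pH 7.5 Tris-saline with Tween 20 | Reagent: Boc-VPR-AMC substrate, 15 µM final | Schedule: Reaction at ambient temperature | Detection: AMC fluorescence at 355 nm excitation and 460 nm emission | Evaluation: Percent inhibition scaled between no-compound controls and no-enzyme blanks | Controls: no-compound enzyme wells and no-enzyme blanks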
# TRPML3 agonist = activates the human TRPML3 channel; AID 1448; hit rate 0.29% among 220,000; activation, % at 3 µM; Q8TDD5; HEK293 TRPML3-YFP, Fluo-8 calcium fluorescence; 100% = the carbachol control signal;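 active = activation above its plate's cutoff, the mean activation of the plate's test wells plus 3 SD, cut at about 12% in these data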;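 note: 0% = DMSO only wells and 100% = carbachol wells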
#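 Material: HEK293 cells stably carrying human TRPML3-YFP; compound dosing: single dose, 3 µM final nominal compound, 0.3% DMSO final; incubation: 1-h 37 °C dye load, 5-s basal, 120-s post-compound reads; technique: Fluo-8 intracellular calcium fluorescence, excitation 470-495 nm, emission 515-575 nm; read-out basis: percent activation from peak-to-basal fluorescence ratio, scaled between DMSO and carbachol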
# * = called active by the depositor; i = inactive; nt = no result given; [ ] = another dose, or the depositor's remark.
# Start of the data: the first two entries as a preview:
SMILES,PPC-1+TRAIL kill,zfTRPN1 agonist,m-calpain inh,Furin inh,Cl transport mod,EBV gp42 block,Tb hexokinase,thrombin 1536,TRPML3 agonist
CC1CN(CC(O)COCc2ccc3c(c2)OCO3)CC(C)O1 (centres undefined),13,0.2,-13,-19,3.6,-13,2,0,0.4
CCOC(=O)C1CCCN(C(=O)c2ccc(OCC)cc2)C1 (centres undefined),6,0.8,-8,-22,0.015,-20,-2,0,0.9

# The listing, repeating the preview:
SMILES,PPC-1+TRAIL kill,zfTRPN1 agonist,m-calpain inh,Furin inh,Cl transport mod,EBV gp42 block,Tb hexokinase,thrombin 1536,TRPML3 agonist
CC1CN(CC(O)COCc2ccc3c(c2)OCO3)CC(C)O1 (centres undefined),13,0.2,-13,-19,3.6,-13,2,0,0.4
CCOC(=O)C1CCCN(C(=O)c2ccc(OCC)cc2)C1 (centres undefined),6,0.8,-8,-22,0.015,-20,-2,0,0.9
Cc1c(Cl)c(C(=O)NNC(=S)Nc2ccccc2)nn1C,18,-0.3,-8,-4[20 µM],0.68,-5,-13,5,0.7
COc1ccc(C(=O)Nc2sc(C)c(C)c2CN2CCOCC2)cc1,28,0.7,-28,-10,1.2,-17,-6,0,0.7
CCOC(=O)C(=O)N=Nc1c(O)[nH]c2ccccc12,-4,0.2,0,2,0.031,-13,7,2,0.8
COCCNC(=O)/C(C#N)=C/C(C)=C/c1ccccc1,11,0.2,10,7,-0.094,-5,-27,-8,0.6
CCC(C)n1c(-c2ccco2)nc2nc3ccccc3nc21 (centres undefined),-7,5.2,i,-59[20 µM],nt,-18,-21,0,1.4
COc1ccc(Nc2nc(-c3ccc4c(c3)NC(=O)CO4)cs2)cc1,22,0.3,-10,1,-0.17,-11,-5,1,-0.7
O=C(CNC(=O)c1ccc2c(c1)OCCO2)N/N=C/c1ccco1,1,1.1,-9,-20,0.35,-14,-6,-1,0.3
O=C(O)CCCNC(=O)c1cccc(C(=O)NCCCC(=O)O)n1,22,0.2,-5,-22,0.91,-17,-1,4,1.1
COc1ccc(NS(=O)(=O)c2cc(-c3nnnn3C)ccc2OC)cc1,-7,1.6,3,-17,-0.0028,-2,4,9,0.8
Cc1ccc(NC(=O)N(Cc2ccco2)Cc2cc3cc(C)cc(C)c3nc2Cl)cc1,15,0.9,10,-9[20 µM],nt,-17,-7,3,-0.2
COc1ccc(NC(=O)C2CCCN(S(=O)(=O)c3cccc4cccnc34)C2)c(OC)c1 (centres undefined),7,-0.4,124*,-14,nt,0,7,21,-0.7
CCOC(=O)C1CCN(Cc2cn[nH]c2-c2ccccc2)CC1,10,-0.4,-14,-23,nt,-11,-16,-4,1.1
COc1cccc(/C=N/NC(=O)c2nc(-c3ccccc3)cc(-c3ccccc3)n2)c1,19,1.9,i,-13[20 µM],0.58,-8,-5,-7,0.5
COC(=O)c1sccc1-n1cccc1C(=O)C(=O)N1CCOCC1,7,-1.0,11,-11,0.13,-17,-7,-3,0.3
CCN(CC)S(=O)(=O)c1cccc(C(=O)OCC(=O)Nc2ccccc2OC(F)F)c1,17,-0.8,-8,-19[20 µM],0.36,-2,1,-4,0.0
COc1ccccc1OCc1ccc(C(=O)NCCN(C)C)o1,20,0.9,3,-9,-0.59,-17,-2,-1,1.0
CCN1CCN(C(=O)C(N)Cc2ccccc2)CC1 (centres undefined),10,2.3,-8,-15,-1,-4,-3,8,0.9
O=C(NCCOc1nc(N2CCCCC2)nc(N2CCCCC2)n1)Nc1ccccc1,8,1.1,-4,-29,-0.11,0,-10,1,1.3
COc1ccc(C2(CNC(=O)c3cc([N+](=O)[O-])cc([N+](=O)[O-])c3)CCCC2)cc1OC,6,-1.6,-5,-10,-0.098,2,34,-4,-0.2
COc1ccc(C(=O)Nc2nc(C)cc(C)n2)cc1,nt,1.7,-26,-35,0.026,-6,2,-6,-0.5
COc1ccc(-c2cc(C(=O)O)nc3ccc4ccccc4c23)cc1OC,42,0.6,-188,-24,-0.53,-4,-15,2,0.6
O=C(Nc1ccc(S(=O)(=O)N2CCCc3ccccc32)cc1)C1CCCO1 (centres undefined),11,0.4,3,-21[20 µM],-1.1,4,4,0,0.6
Cn1c2c(c(=O)n(C)c1=O)C(C(F)(F)F)(C(F)(F)F)N=C(c1ccccc1Cl)N2,24,3.1,-13,-7[20 µM],-0.59,-5,-19,-2,1.3
CN(C)CCCNC(=O)/C(=C\c1ccc(-c2ccc(Br)cc2)o1)NC(=O)c1ccccc1,25,0.1,-72,5,-1.3,-4,-34,1,1.2
Oc1[nH]c(N=C2N=c3ccccc3=N2)c2ccccc12,28,-0.8,-7,-7,2.1,-12,-10,1,0.0
CN(C)S(=O)(=O)c1cccc(C(=O)OCC(=O)c2ccc3c(c2)NC(=O)CO3)c1,3,9.0,7,-3[20 µM],nt,-31,4,-1,4.5
Cc1ccc(S(=O)(=O)NCc2ccc(C(=O)NCc3cccnc3)cc2)cc1,23,-0.2,16,-8,0.14,-17,-2,-11,-0.3
O=[N+]([O-])c1ccc(Sc2nccn2Cc2ccccc2)c([N+](=O)[O-])c1,7,-1.5,9,-3[20 µM],-3.3,6,-13,-6,-0.8
Cc1cc(C)nc(Nc2ncc(O)n2-c2ccc(Br)cc2)n1,-1,-1.2,3,-16,1,3,0,1,-0.3
Cc1cc(C)c[n+](C2=C([O-])c3ccccc3C(=O)/C2=N\S(=O)(=O)c2cccs2)c1,11,-0.1,21,-18,0.53,-4,0,-7,0.6
Cc1cc(NC(=O)CSc2nccn2-c2ccc(F)cc2)no1,9,-0.4,-26,-16[20 µM],-0.024,-15,2,-3,-0.5
C#CC[N+]1(CC#Cc2ccccc2)CCCC1,14,0.3,7,-21,nt,-20,-3,3,0.0
CCCCCOc1ccc(C(=O)NCC(=O)NCC(=O)OCC)cc1,15,-0.2,-39,-19,nt,-2,-5,-13,0.6
O=C(CN(Cc1ccco1)C(=O)Cn1nnc(-c2cccs2)n1)NCC1CCCO1 (centres undefined),8,-0.3,-29,-26,0.58,6,-4,-3,-0.3

# 4 compounds from above, limited to thrombin 1536 and PPC-1+TRAIL kill.
Structure | thrombin 1536 | PPC-1+TRAIL kill
CN(C)CCCNC(=O)/C(=C\c1ccc(-c2ccc(Br)cc2)o1)NC(=O)c1ccccc1 | 1 | 25
Oc1[nH]c(N=C2N=c3ccccc3=N2)c2ccccc12 | 1 | 28
CN(C)S(=O)(=O)c1cccc(C(=O)OCC(=O)c2ccc3c(c2)NC(=O)CO3)c1 | -1 | 3
Cc1ccc(S(=O)(=O)NCc2ccc(C(=O)NCc3cccnc3)cc2)cc1 | -11 | 23

# Other records
SMILES,PPC-1+TRAIL kill,zfTRPN1 agonist,m-calpain inh,Furin inh,Cl transport mod,EBV gp42 block,Tb hexokinase,thrombin 1536,TRPML3 agonist
CCOC(=O)c1c(C)[nH]c(C(=O)CN2CCN(CC)CC2)c1C,6,0.2,-13,-10,-0.051,-7,-5,-3,1.6
O=C(NCCc1ccc(Cl)cc1)C1CCN(S(=O)(=O)c2cccc3nonc23)CC1,30,1.0,-6,-6[20 µM],-1.5,-14,-1,-7,-0.1
Cc1cc(C(F)(F)F)nc(CCNCc2c(C(=O)N3CCCC3)nc3ccccn23)n1,-5,0.5,19,-15,0.57,-17,1,-13,0.0
Cn1c(=O)[nH]c(=O)c2c1nc1n2CCCS1,8,-0.3,25,-9,0.79,2,17,2,0.4
COc1cccc(/C=C/C(=O)OCC(=O)NCC2CCCO2)c1OC (centres undefined),12,0.4,0,-15,-0.025,-25,-2,-6,-0.3
Oc1oc(-c2ccccc2)nc1/C=N/c1ccccn1,nt,1.2,-18,-7,0.33,8,-26,1,0.7
Cc1cnn(C(=S)NCC2CCCO2)c1 (centres undefined),-22,-0.2,5,-14,0.95,-21,-9,0,0.9
CC1(C)Cc2c(C#N)c(SCCOc3ccccc3)nc(N3CCOCC3)c2CO1,-10,-0.1,-9,-2[20 µM],0.45,-16,-3,-9,0.4
Cc1ccc(-c2nc(COC(=O)c3c(C)noc3C)cs2)cc1,11,0.6,-6,-23,0.53,-20,18,0,0.6
O=C(CNC(=O)c1ccccc1F)OCC(=O)N1CCCc2ccccc21,18,0.7,2,1,-0.97,8,8,-8,-0.3
OCCNc1nc2ccc(Cl)cc2[nH]1,12,1.1,-52,-14[20 µM],0.043,1,5,-1,0.0
O=C(Nc1ccccc1N1CCOCC1)c1cccc([N+](=O)[O-])c1,3,1.5,-1,-19,-0.82,-10,9,-8,0.8
CC(C)(C)C1CCC(=NNC(=O)c2cc(-c3ccccc3)n[nH]2)CC1 (centres undefined),-5,1.6,-11,-24,-0.36,-7,8,-1,0.7
Cc1nnc(Sc2nc3c(c(=O)n(C)c(=O)n3C)n2Cc2ccccc2Cl)s1,nt,-0.9,nt,-8[20 µM],-0.28,nt,-2,nt,-0.1
N#Cc1ccc(N2CCOCC2)nc1,-6,0.2,-15,-14,1.3,-4,-7,-4,0.7
CSc1nc(Oc2cccc(C(F)(F)F)c2)cc(C(F)(F)F)n1,16,1.4,-9,-1,-1.2,-9,1,8,0.9
COCCNC(=O)/C(C#N)=C/c1ccc(SC)cc1,-1,1.9,-17,-13,-0.12,-3,-40,-22,1.0
O=C(CSc1nc2ccncc2[nH]1)Nc1ccccc1C(F)(F)F,23,-0.2,-8,-9,-0.4,-3,-1,-5,0.8
O=C(O)Cn1ncc2ccccc2c1=O,18,1.6,9,-12,1.3,-1,6,3,0.9
COc1oc(-c2ccccc2)nc1C(F)(F)F,16,-0.8,-22,-14[20 µM],0.34,-24,4,-6,0.4
CC(C)c1c(O)nc(SCCOc2ccc(Cl)cc2)[nH]c1=O,13,0.9,-8,-17,-0.93,3,5,-4,0.6
Cc1ccc(-c2nnc(SCC(=O)N/N=C/c3cccs3)n2-c2ccc(C)cc2)cc1,28,-1.1,17,-14,0.073,-5,0,-5,-0.3
CCCCSc1c(C)c2cc3c(cc2[nH]c1=O)OCO3,12,-0.6,-26,-15[20 µM],0.78,-33,-9,3,0.1
Cc1nnc(NC(=O)CSc2nnc(C)n2Cc2ccccc2)s1,8,1.4,-7,-6[20 µM],-0.3,-14,3,-3,0.1
CCCC(=O)N1CC2(C)CN(C(=O)CCC)CC(CCC)(C1)C2=O,40,1.4,-12,-14[20 µM],0.64,-14,-4,-5,1.1
Cc1cccc(OCCCC(=O)NCc2ccco2)c1,7,-2.6,5,-27[20 µM],1,-6,-2,0,-0.3
COC(=O)CNC(=O)CSc1nnc2cc(C)c3ccccc3n12,1,0.1,-26,-29,0.019,5,-6,-4,0.8
Cc1n[nH]c(=O)nc1Nc1ccc(O)cc1,-5,0.5,-28,-15[20 µM],-0.73,-5,-18,-3,0.2
Cc1ccc(C(=O)Nc2nc(N)n(-c3ccccc3)n2)cc1,19,1.5,-10,-8,0.003,-5,-3,1,0.7
CC(=O)Nc1nc(-c2ccc([N+](=O)[O-])cc2)cs1,16,1.8,0,-31,0.36,0,-14,-4,0.0
O=C1c2ccccc2C(=O)N1CCSc1nncs1,6,0.6,-15,-25,0.76,2,-5,0,0.1
CCN1C(=O)C(CC(=O)Nc2ccc(C)cc2C)Nc2cc(S(=O)(=O)N(C)C)ccc21 (centres undefined),11,-0.7,-26,-7,-0.5,12,-8,-9,0.8
O=C(NCc1ccccc1)c1cccc(F)c1F,23,0.8,-15,-14,-0.081,-15,-1,nt,0.4

# Compound activity: PubChem, several laboratories
